Screening results: PubChem, NCI
NCI-60 one-dose screen, 48 h, at 10 µM unless noted. Numbers give growth in % (100 = growth as untreated, 0 = no growth, -100 = all killed).
PC-3 = PC-3 prostate cancer cells. hit rate 3.9% among 80,000. AID 1794754
UO-31 = UO-31 renal cancer | hit rate 5.2% among 81,000 | AID 1794768
SF-295 = SF-295 CNS cancer cells; hit rate 5.6% among 79,000
U251 = U251 CNS tumor cells; hit rate 5.4% among 80,000; AID 1794753
SF-539 = SF-539 CNS cancer; hit rate 6.8% among 81,000
786-0 = 786-0 renal cancer cells | hit rate 5.1% among 81,000 | AID 1794775
SN12C = SN12C renal cancer cells; hit rate 3.8% among 81,000
DU-145 = DU-145 prostate cancer | hit rate 4.2% among 81,000 | AID 1794760
TK-10 = TK-10 renal cancer cells | hit rate 3.9% among 81,000 | AID 1794769
Active calls of the source: *; . = not tested or not shown; & = joins results of further samples; ! = not confirmed by another sample. Rule for the calls: active = growth percent below 10; inactive = the rest. Rows were taken by chance. Share with any hit: about 10%.

compound	PC-3	UO-31	SF-295	U251	SF-539	786-0	SN12C	DU-145	TK-10
COc1ccc([C@H]2C(C(=O)c3ccc(Cl)cc3)C3(N[C@@H]2c2ccccc2)C(=O)Nc2ccc(Br)cc23)cc1 (stereo partly drawn)	18	0.6*	-60*	-18*	-22*	-18*	-81*	17	9.8*
Cc1cccc(C)c1[C@H]1C[C@@](C)(O)[C@H]2CC[C@H](C)C[C@H]2O1	97	95	99	110	93	103	101	102	101
CCOC(c1ccccc1)(c1ccccc1)c1ccccc1	94	88	98	101	104	104	104	101	104
Clc1ccc(-c2cc(-c3cc(-c4ccc(Cl)cc4Cl)n[nH]3)[nH]n2)c(Cl)c1	94	74	103	104	96	103	92	102	138
CCC(=O)Cc1ccc2ccccc2n1	84	76	89	109	106	104	97	109	129
CC1(C)[C@@H](O)CC[C@]2(C)[C@H]3CC[C@@H]4[C@H]5[C@H](C(=O)/C=C\c6ccccn6)CC[C@]5(O)CC[C@@]4(C)[C@]3(C)CC[C@@H]12	40	51	74	38	26	33	51	33	78
CCCC(=O)Oc1cc(C)ccc1C(C)(C)C	101	92	105	101	104	100	102	105	101
Nc1ccc([N+](=O)[O-])cc1C(=O)O	100	78	112	100	107	112	101	120	100
CCOC(=O)C1=C(C)NC(SCc2nnc(-c3ccc(Cl)cc3)o2)=NC1c1ccc(Cl)cc1Cl (stereo not drawn)	45	37	47	65	86	65	65	73	79
COC(=O)c1ccc(Cl)cc1OC	85	94	100	96	100	96	111	103	140
CCCCC(=O)OCCCc1ccccc1	74	94	98	84	101	101	105	102	77
O=C(CSc1nc2ccccc2c(=O)n1-c1ccc(Cl)c(Cl)c1)Nc1ccc(S(=O)(=O)Nc2ccc(Cl)nn2)cc1	92	80	101	92	91	99	96	101	118
COc1cc(Nc2cc(O)c3c(=O)cc(-c4ccccc4)oc3c2)cc(OC)c1OC	86	100	97	103	68	87	82	108	111
Clc1ccc(NC2=NCCN=C(Nc3ccc(Cl)cc3)SS2)cc1	86	59	108	88	97	88	91	98	89
COC1=CC(=O)c2ccccc2C1=O	66	72	104	53	124	105	85	89	94
O=C(c1ccccc1)c1ccc(Oc2ccc([N+](=O)[O-])cc2[N+](=O)[O-])cc1	75	49	91	35	55	72	72	96	83
O=C1/C(=N/O)CCc2ccccc21	60	66	.	103	89	111	96	100	151
NS(=O)(=O)c1ccc(Nc2cc(-c3ccccc3)nc(SCC(=O)c3ccc(Br)cc3)n2)cc1	92	81	97	96	94	115	87	94	131
c1c2c(cc3c1OCO3)Cc1cc3c(cc1Cc1cc4c(cc1C2)OCO4)OCO3	100	96	96	.	98	110	99	121	116
NC(=O)NC1NC(=O)NC1=O (stereo not drawn)	93	83	93	.	105	106	101	111	108
CCOC(=O)C(C(C)=O)=P(c1ccccc1)(c1ccccc1)c1ccccc1	102	80	88	99	103	89	99	106	99
COc1cc(-c2nn(-c3cccc(NC(=O)Nc4cccc(C(F)(F)F)c4)c3)cc2-c2ccncc2)ccc1Cl	-23*	7.9*	.	-82*	-34*	-15*	7.2*	9.8*	2.6*
O=C(c1ccccc1)N(Cc1ccccc1)Cc1ccccc1	89	78	85	91	98	93	100	115	.
O=C(N=Nc1c(O)[nH]c2ccccc12)Nc1ccc(C(F)(F)F)cc1	83	68	99	96	98	102	98	98	128
Cc1ccc(N/C=C/C(=O)O)nc1	104	71	104	101	.	101	99	132	106
O=C1c2cc3c(cc2-c2c1c1cc(Cl)c(Cl)cc1c(=O)n2CCCn1ccnc1)OCO3	25	1.1*	-17*	-9.4*	.	-3.2*	-4.7*	8.7*	34
CC1(C)CC(=O)c2ncccc2O1	102	88	94	97	97	97	97	107	91
Cc1cc(O)cc(C)c1[N+](=O)[O-]	99	89	102	97	99	94	107	.	106
N#C/C(=C\c1ccc(-c2ccc(Cl)cc2)o1)C(=O)Nc1ncc(Cc2ccc(Br)cc2)s1	9.7*	53	-2.2*	-82*	1.6*	23	-30*	9.8*	-36*
CN(C)c1nc(N(C)C)nc(N(C)C)n1	97	85	95	96	90	97	.	111	106
CN(C)CCn1c2ccccc2c2nc3cc4ccccc4cc3nc21	3.4*	12	-68*	-69*	-72*	-44*	32	-30*	53
COc1ccc(OC)c2c(=O)c(C(=O)O)c[nH]c12	87	75	93	.	103	94	101	116	92
CC(=O)c1ccc(N=C2N=c3ccccc3=C/C2=C\c2c(O)[nH]c(=O)[nH]c2=O)cc1	97	65	101	97	96	99	94	107	124
COc1cc(Cn2c(SCCC(=O)NCc3ccc(S(N)(=O)=O)cc3)nc3ccccc3c2=O)cc(OC)c1OC	93	83	99	86	59	98	86	98	99
CCOP(=O)(OCC)OC[C@]1(C)CC[C@]2(C)CC[C@]3(C)C(=C2C1)C=C[C@@H]1[C@@]2(C)CCCNC(C)(C)[C@@H]2CC[C@]13C	58	67	90	74	87	78	90	93	94
C(=N\N=C\c1c[nH]c2ccccc12)/c1c[nH]c2ccccc12	99&93	59&61	92&106	102&102	98&109	102&120	93&90	105&107	114&102
COCCOC(=O)C1=C(C)NC(C)=C(C(=O)OCCOC)C1c1cccc(C#N)c1	99	96	103	96	100	94	100	106	98
CC(C)CCC[C@@H](C)[C@H]1CC[C@H]2[C@@H]3CC=C4c5sc(Nc6ccccc6Cl)nc5CC[C@]4(C)[C@H]3CC[C@]12C	89	78	102	93	92	103	104	99	101
CN(/N=N/N(C)c1ccccc1)c1ccccc1	91&93	77&74	107&131	108&100	101&103	113&105	107&109	123&120	111&105
COc1cccc(/C=C/C(=O)c2cc3c(N)c(C(=O)Nc4ccccc4)sc3nc2C)c1	42	12	45	-53*	-16*	-38*	8.3*	12	40
CCC(=O)C(c1ccc(N(C)C)cc1)c1ccc(N(C)C)cc1	94	82	94	96	92	103	101	108	100
Cc1ccc2nc(-c3nc4ccccc4[nH]3)c(Cl)cc2c1	98	55	97	105	117	106	97	114	108
O=C(CSc1nc2ccccc2c(=O)n1-c1ccccc1)Nc1ccc(S(=O)(=O)Nc2nccs2)cc1	91	97	98	2.8*	69	66	64	84	112
O=C(Nc1ccc(Cl)c(Cl)c1)Nc1ccc(Cl)c(Cl)c1	-80*!	-9.6*	-12*	-84*!	-83*!	-63*!	-83*!	-95*!	-97*!
CC(OC(=O)Nc1cccc(Cl)c1)C(=O)OC1CCCCC1 (stereo not drawn)	93	107	92	101	102	106	103	108	101
CCOC(=O)c1cc(-c2ccc(Br)cc2)n(-c2ccc(OC)cc2)n1	91	83	96	94	101	94	89	105	103
Cc1ccc(NCCNCC(O)CO)c2c(=O)c3ccccc3sc12 (stereo not drawn)	14	-24*	25	9.2*	47	27	20	12	.
CC(C)Cc1ccc(C(C)C(=O)NCc2ccc(Cn3c(=O)sn(CCI)c3=O)cc2)cc1 (stereo not drawn)	90	62	91	92	97	99	87	98	92

Record cards, as listed above. Order of values: PC-3 | UO-31 | SF-295 | U251 | SF-539 | 786-0 | SN12C | DU-145 | TK-10
CC(OC(=O)Nc1cccc(Cl)c1)C(=O)OC1CCCCC1 (stereo not drawn) as listed: 93 | 107 | 92 | 101 | 102 | 106 | 103 | 108 | 101
CC(C)Cc1ccc(C(C)C(=O)NCc2ccc(Cn3c(=O)sn(CCI)c3=O)cc2)cc1 (stereo not drawn) as listed: 90 | 62 | 91 | 92 | 97 | 99 | 87 | 98 | 92
Cc1ccc2nc(-c3nc4ccccc4[nH]3)c(Cl)cc2c1 as listed: 98 | 55 | 97 | 105 | 117 | 106 | 97 | 114 | 108
CN(/N=N/N(C)c1ccccc1)c1ccccc1 as listed: 91&93 | 77&74 | 107&131 | 108&100 | 101&103 | 113&105 | 107&109 | 123&120 | 111&105
CCOC(=O)c1cc(-c2ccc(Br)cc2)n(-c2ccc(OC)cc2)n1 as listed: 91 | 83 | 96 | 94 | 101 | 94 | 89 | 105 | 103

Additional structures.
compound	PC-3	UO-31	SF-295	U251	SF-539	786-0	SN12C	DU-145	TK-10
Cc1nn(-c2ccccc2)c2nc3c(c(-c4ccc(Cl)cc4)c12)CNC(c1ccc(Cl)cc1)N3 (stereo not drawn)	71	91	102	98	106	92	103	104	83
COc1ccc2nc(NCCCNCCO)c3sc4ccc(F)cc4c(=O)c3c2c1	39	38	85	-33*	-89*	57	59	-50*	69
CC(=O)N1CCc2ccc(N)cc21	102	97	127	98	99	103	104	110	108
COc1ccc(-c2nc(-c3nc4ccc(C(F)(F)F)cc4[nH]3)cc3c2[nH]c2ccccc23)cc1	46	41	76	73	.	80	52	69	71
CCCCCCCCP(CCCCCCCC)CCCCCCCC	95	84	128	109	101	100	93	112	113
CC(=O)N1Cc2cc(C)c(C)cc2C(C)Cc2cc(Cl)ccc21 (stereo not drawn)	77	92	104	102	112	92	102	106	99
COc1c(O)cc2oc3cc(O[C@H]4O[C@H](CO)[C@@H](O)C(O)C4O)c(CC=C(C)C)c(O)c3c(=O)c2c1CC=C(C)C (stereo partly drawn)	97	90	107	96	106	111	107	107	105
O=C1OC(c2ccccc2)=N/C1=C\c1ccc(Cl)cc1Cl	99	88	.	99	103	105	116	112	121
OCc1ccc2ccccc2n1	70	.	114	103	99	.	93	105	101
CC(=O)NC(NC(C)=O)c1cccnc1	87	82	94	105	107	100	.	112	126
CC(O)CC(=O)NN (stereo not drawn)	98	94	103	97	95	99	100	112	.
CCC(=O)OCC1OC(n2cnc3c(=S)nc(N)[nH]c32)C(OC(=O)CC)C1OC(=O)CC (stereo not drawn)	.	46	56	84	67	51	86	32	70
CC(C)(C)CC(N)=O	98	104	92	95	95	101	102	111	100
CNC(=O)c1cccc(N2CCc3c2ccc(NC(=O)Nc2ccc(N4CCN(C)CC4)c(C(F)(F)F)c2)c3F)c1	-52*	-100*	-97*	-92*	-100*	-96*	-91*	-76*	-95*
COc1cc(N=Nc2ccc(C(=O)N(C)C)cc2)c(C)cc1N	93	73	113	107	96	104	96	114	100
Cc1ccc(C(=O)c2ccc(CC(=O)N/N=C/c3c[nH]c4ccccc34)n2C)cc1	92	67	100	90	92	100	91	103	122
N#C/C(=C\c1ccc(Cl)cc1Cl)C(=O)NNc1nc2ccccc2[nH]c1=O	87	65	96	103	99	97	90	88	106
COc1ccc(/C(C)=N/OC(=O)c2sc3ccccc3c2Cl)cc1CN1CCOCC1	97	79	92	103	100	.	107	107	109
c1ccc(-c2n(Cc3ccc4ccccc4c3)c3c4ccccc4c4ccccc4c3[n+]2Cc2ccc3ccccc3c2)cc1	-79*	-88*	-87*	-79*	-82*	-67*	-84*	-94*	-77*
CCOC(=O)c1c2c(n3ccc(NC(=O)CCN4CCCC4)cc13)C(=O)c1ncccc1C2=O	-12*	17	32	-89*	-76*	-88*	-63*	-89*	-92*
O=C(O)c1ccc(-c2nn(-c3ccc(C(=O)O)cc3)cc2CNc2cccc(F)c2)cc1	103	91	97	104	96	104	111	105	93
Nc1c(C(=O)Nc2cccc(C(F)(F)F)c2)sc2nc3c(cc12)CCCCC3	53	-40*	12	-57*	-63*	-63*	2.8*	44	-16*
COC(=O)C(Cc1ccccc1)n1cc(COc2nc(Cl)nc(Nc3ccc(Cl)cc3)n2)nn1 (stereo not drawn)	101	73	101	94	97	99	97	82	104
O=C(CSc1nc(O)c(Cc2ccccc2)c(=O)[nH]1)Nc1ccc2ccccc2c1	80	76	.	100	106	97	105	102	105
Cn1c(=O)c(C#N)c(-c2ccco2)n2c(S(=O)(=O)Cc3ccccc3)nnc12	112	41	112	83	101	81	110	77	78
O=c1c(O)cccc2cc(O)c(O)c(O)c12	.	54	68	51	76	109	82	70	103
CC(=O)Cc1ccc([N+](=O)[O-])cc1[N+](=O)[O-]	94	85	103	108	94	110	105	107	118
CC(C)(C)CC(C)(C)NC(=O)Nc1ncccc1OCc1ccccc1	82	74	88	96	102	99	89	97	96
Cc1nc2ccc(Nc3nc(Cl)nc(Nc4ccc(F)cc4)n3)cc2n1Cc1ccccc1	81	37	78	69	98	80	47	94	92
Cc1ccc(-c2nc3ccccn3c2/C=C2/C(=O)Nc3ccc(F)cc32)cc1	76	77	73	84	71	80	67	69	101
CC1(C)c2nccnc2C[C@]2(C)[C@H]3CC[C@@H]4[C@@H]([C@@]5(C)CCC(=O)O5)CC[C@@]4(C)[C@]3(C)CC[C@@H]12	91	101	94	95	99	105	92	109	104
Cc1cccc(-n2nnc(CC(=S)N3CCOCC3)c2C)c1	102	89	107	99	95	106	104	112	99
Cc1cc(C(=O)NNC(=NCc2ccccc2)c2cc(C)on2)no1	109	.	113	110	93	106	110	109	115
O=C(O)/C=C/C(=O)Nc1cccc2ccccc12	96	64	101	106	90	104	94	103	.
Cc1nc2sc(C(=O)Nc3cccc4ccccc34)c(N)c2cc1C(O)c1ccccc1 (stereo not drawn)	15	33	10	1.5*	-7.1*	16	13	5.4*	53
CC(=O)[C@@H]1CC[C@]2(CN)CC[C@]3(C)[C@H](CC[C@@H]4[C@@]5(C)CCCNC(C)(C)[C@@H]5CC[C@]43C)[C@@H]12	76	71	96	91	92	99	92	98	108
Cc1ccc(-c2cc(-c3ccc(F)cc3)[nH]c(=O)c2C#N)s1	98	90	100	84	89	95	92	103	98
O=C(O)CCCCCNC(=O)c1nc(-c2ccccc2)n(-c2ccc([N+](=O)[O-])cc2)n1	92	86	98	111	100	105	105	106	108
Cl.Fc1c[c-]c(-c2ccccn2)c(F)c1.[Pt].c1ccc([PH+](C[PH+](c2ccccc2)c2ccccc2)c2ccccc2)cc1	-58*	-93*	-88*	-77*	-86*	-68*	-70*	-95*	-81*
